Bioassay records from PubChem BioAssay.
ERK EGF block = inhibitors of EGF-stimulated ERK signaling pathway | HEK293-V1b, EGF-stimulated phospho-ERK AlphaScreen | actives 0.41% (n = 130,000) | Potency, µM (top dose mostly 11.5 µM), without a hit: at the highest dose activity change, negative = inhibition, usual class: inhibitors; active = well fitted inhibition curve with a large enough effect; inconclusive = small, poorly fitted or top-dose-only effect, or effect the other way;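 also: plate controls were stimulated vehicle wells for no effect and unstimulated vehicle basal for full effect; nearly all actives have a fitted effect of over 55% in size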
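HEK293 cells stably expressing V1b receptor, serum-reduced (1% FBS) overnight, got compound for 30 min at 37C, then 25 nM EGF for 5 min. Lysate phospho-ERK read by AlphaScreen SureFire; AC50 from Hill fits.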
* hit, by the source's call; ? = inconclusive; [ ] = remark or other dose. Potency is read from the fitted curve at half-maximal effect. These rows are one share of the data (hit frequency here may not be typical).

ERK EGF block	molecule
-20%[57.5 µM]	O=C(Sc1ccccc1)c1cccc(Cn2cc(C(F)(F)F)ccc2=O)c1
3%[25.7 µM]	CC(C)NC[C@H](O)c1cc(O)cc(O)c1
-1%	COc1cccc(CC(NC(C)=O)C(=O)NC2CCN(C(=O)C3CC3)CC2)c1OC (configuration not stated)
16%[57.5 µM]	Cn1cc(C(=O)N/N=C/c2cccc([N+](=O)[O-])c2)c2ccccc21
-11%	Cc1ccc(/C(O)=C2\C(=O)C(=O)N(CC(C)O)C2c2ccccn2)cc1 (configuration not stated)
11%[57.5 µM]	O=C(Nc1ccc(Cl)cc1)c1ccc(-c2ccccn2)s1
-11%	CCOC(=O)c1c(NC(=O)CSc2nnc(C)s2)sc2c1CCC(CC)C2 (configuration not stated)
-12%	CCN(CC)S(=O)(=O)c1ccc(OC)c(NC(=O)COc2ccc3c(C)cc(=O)oc3c2)c1
-8%	Clc1ccc(C2NCCc3sccc32)cc1 (configuration not stated)
5%	COc1cnc(-c2ccccn2)nc1Oc1ccccc1
5%[57.5 µM]	CCCOc1ccc(/C(O)=C2/C(=O)C(=O)N(CCCn3ccnc3)C2c2ccc(C)o2)cc1 (configuration not stated)
7%	CCc1nnc(NC(=O)Cc2sc(C)nc2-c2ccc(C)cc2)s1
4%[57.5 µM]	COc1ccc(NS(=O)(=O)c2ccc(N3CCOCC3)c(NC(=O)c3ccccc3Br)c2)cc1
-2%	COc1cc(OC)cc(C2=NCCN2)c1
1%[57.5 µM]	CC1(C)C2CCC1(C)C(OC(=O)C[n+]1ccccc1N)C2 (configuration not stated)
0%	COc1ccc(-c2nnc(SCc3ccccn3)n2C)cc1
1%	COc1cc(/C=C/C(=O)NCCn2c(C)cc3ccccc32)cc(OC)c1OC
0%	O=C(Nc1ccccc1)c1nc2ccccc2s1
-1%	Cc1ccn2cc(C34CC5CC(CC(C5)C3)C4)nc2c1
?	CCOC(=O)c1c(CSc2ccc(C)cc2)n(C)c2cc(Br)c(O)c(CN(C)C)c12
15%	CCN1C(=O)/C(=C2/Sc3ccccc3N2CC)S/C1=N\c1ncn[nH]1
8%	O=C(COC(=O)c1ccc2c(c1)S(=O)(=O)c1ccccc1C2=O)NC1CC1
-14%[57.5 µM]	CCCCCC(=O)Cc1cc(O)cc2c1C(=O)Oc1cc(O)c(C(=O)O)c(CCCCC)c1O2
-1%[57.5 µM]	NC(=O)c1ccc2c(=O)n3c(-c4cccs4)csc3nc2c1
9%	NC(=O)c1ncc(C(F)(F)F)cc1Oc1cccnc1
-2%	CCN(CC)C(=O)C1CCC(CNS(=O)(=O)c2cccc3cccnc23)CC1 (configuration not stated)
4%	O=C1CN(S(=O)(=O)c2cc(Cl)ccc2Cl)CCN1
17%	CN1C(=O)C(CC(=O)NC2CCCCC2)SC1=Nc1ccccc1 (configuration not stated)
-2%	O=C(c1cc(C(F)(F)F)cc(C(F)(F)F)c1)N1CCC2(CCCN(Cc3ccncc3)C2)CC1
-11%	COC(=O)C1=C(C(=O)c2ccccc2)C(c2ccccc2)n2nnnc2N1 (configuration not stated)
-2%[57.5 µM]	O=C(Nc1ccc(-c2cnco2)cc1)c1ccccc1
?	Cc1cc(-c2ccccc2)n2ncnc2n1
4%[57.5 µM]	CN(C)S(=O)(=O)c1cccc(NC(=O)CSc2ncnc3ccccc23)c1
-1%	CC(=O)Nc1ccc(-n2nnnc2SCC(=O)NCc2cccs2)cc1
1%	O=C(COc1cccc2cccnc12)NNC(=S)Nc1ccccc1
-7%	CCCn1c(C(C)NC(=O)c2ccccc2)nc2ccccc21 (configuration not stated)
-24%[57.5 µM]	O=C(Nc1ccc2c(c1)nc1n2CCN(C2CCCCC2)C1)c1ccco1
-5%	O=C(CCn1c(=O)sc2ccccc21)Nc1cccnc1
4%	COCCNC(=O)CN1C(=O)NC2(CCCCCC2)C1=O
2%[57.5 µM]	Cc1nnsc1-c1c(C(=O)Oc2ccccc2)c(C)nn1-c1ccccc1
?	COc1ccc(C2c3[nH]c4ccccc4c3CCN2Cc2cccn2-c2ncccn2)cc1C (configuration not stated)
2%	COc1cccc(C(=O)N=c2sc3cc(S(C)(=O)=O)ccc3n2C)c1
-8%	Cc1cccc(NC(=O)/C=C/c2ccc([N+](=O)[O-])s2)c1
-9%	COc1cc(OC)cc(C(=O)Nc2ccc(S(=O)(=O)Nc3cc(C)on3)cc2)c1
-1%[57.5 µM]	Cc1ccc2nc(-c3ccc(N)cc3)sc2c1
1%	Cc1cccc(C)c1OCC(O)CNS(=O)(=O)c1ccccc1C(=O)N1CCCCC1 (configuration not stated)
-3%	CC(=O)Nc1ccc(NC(=O)CN(c2cccc([N+](=O)[O-])c2)S(C)(=O)=O)cc1
-1%	CCOc1ccccc1CN1CCN(Cc2cn(C)nc2-c2ccccc2)CC1CCO (configuration not stated)
-7%[57.5 µM]	CCOc1cccc(NC(=O)c2cnccc2C(F)(F)F)c1
-6%	O=C(Cn1cnc2ccccc2c1=O)Nc1ccc(S(=O)(=O)N2CCCC2)cc1
0%	O=C1N/C(=C/c2cccn2-c2ccccc2)C(=O)N1Cc1ccccc1F
6%	O=C(COc1ccc([N+](=O)[O-])cc1)Nc1ccc(N2CCCC2)cc1
-8%	COc1ccc(/C=C2/NC(=O)N(CC(=O)Nc3cccc(C)c3)C2=O)cc1O
-5%	CSc1ccc(N/N=C(/C#N)S(=O)(=O)C(C)(C)C)cc1
-14%[57.5 µM]	Nn1cc(-c2ccccc2)nc1SCC(=O)Nc1cccc(S(N)(=O)=O)c1
10%	O=C1NC(c2ccccc2)CCC1(Cl)Cl (configuration not stated)
1%	COc1ccc(Br)cc1C(=O)Nc1cccc2ncccc12
4%	CN(C)/C=C1\C(=O)N(c2ccc(Cl)c(Cl)c2)CS1(=O)=O
0%	O=C1NC(=O)/C(=C\c2ccc(OCc3cnc(Cl)s3)cc2)S1
-5%[57.5 µM]	O=C(NNc1c(Cl)cncc1Cl)c1sccc1Cl

Next section:
ERK EGF block	molecule
-6%	Cc1cccc(CN2CCc3c(OCC(=O)N4CCCc5ccccc54)cccc3C2=O)c1
-5%	C=C(Nc1ccc(OC)cc1)C(=O)OC
?	CCN(CC(=O)Nc1ccccc1OC)CC(=O)Nc1ccccc1-c1ccccc1
3%	Cc1c(C)c2ccc(OCC(=O)N3CCOCC3)c(C)c2oc1=O
1%	Cc1ccc(NC(=O)COc2ccccc2C(=O)NCCN(C)C)cc1
15%	[N-]=[N+]=NCC1OC(n2cnc3c(=O)[nH]c(N)nc32)C(O)C1O (configuration not stated)
2%	Cc1cc(C)c(C#N)c(SCC(=O)Nc2ccc(S(=O)(=O)Nc3onc(C)c3C)cc2)n1
-6%[57.5 µM]	O=C(Cc1n[nH]c(=O)c2ccccc12)OCC(=O)N(Cc1ccccc1)Cc1ccccc1
8%	O=C(CCCCCCN1C(=O)c2ccccc2C1=O)Nc1nccs1
-6%	O=C(c1ccc(Oc2ccc([N+](=O)[O-])cc2Cl)cc1)N1CCCC1
-5%	COC(=O)c1c(NC(C)=O)sc(C(=O)Nc2ccccc2C)c1C
11%	CCC(C)NCC(=O)Nc1ccc([N+](=O)[O-])cc1C(=O)Nc1ccccc1F (configuration not stated)
1%	CC12CCC(C(=O)Nc3nc4ccccc4s3)(OC1=O)C2(C)C (configuration not stated)
0%	O=C(Cc1ccc(Cl)cc1)NCc1nc(-c2ccccc2)no1
5%	CCCCCC(O)/C=C/C=O (configuration not stated)
-10%	CCOc1cc(NC(=S)NCC2CCCO2)c(OCC)cc1NC(=O)CC(C)C (configuration not stated)
-1%	Cc1cccc(OCC(=O)Nc2ccccc2F)c1
-6%	CSCCC(=O)N1CCCC(CNC(=O)c2ccc(-c3ccccc3)cc2)C1 (configuration not stated)
4%[57.5 µM]	O=C(NC(=O)N1CCSCC1)c1c(Cl)cccc1Cl
-8%[57.5 µM]	O=C(O)c1ccccc1/C=N/Nc1ccc(S(=O)(=O)N2CCCC2)cc1[N+](=O)[O-]

2 records drawn at random from the list so far, as already listed:
ERK EGF block	molecule
8%	O=C(CCCCCCN1C(=O)c2ccccc2C1=O)Nc1nccs1
2%	Cc1cc(C)c(C#N)c(SCC(=O)Nc2ccc(S(=O)(=O)Nc3onc(C)c3C)cc2)n1

Following part
ERK EGF block	molecule
-15%	Cc1cccc(NC2=C(Cl)C(=O)OC2OC(=O)c2ccco2)c1 (configuration not stated)
-6%[25.7 µM]	CC(=O)C[C@H](c1ccc([N+](=O)[O-])cc1)c1c(O)c2ccccc2oc1=O
1%	CN(CCC#N)C(=O)COC(=O)c1ccc(Cl)cc1O
?	CCOc1ccccc1-c1c2cc(O)c(=O)cc-2oc2cc(O)c(O)cc12
12%[57.5 µM]	O=C(O)CSc1ncnc2scc(-c3ccccc3)c12
-4%	O=C(NCc1ccccc1)/C(NC(=O)c1ccccc1)=C(/Sc1ccccn1)c1ccccc1
3%	COc1ccc(Cn2c(=O)cc(C)[nH]c2=S)cc1
10%	Cc1cc(C)cc(OCC(=O)NN2C(=O)c3ccccc3C2=O)c1
0%	Cc1ccc(CNC(=O)CSc2nc3ccsc3c(=O)n2Cc2ccc(C(=O)O)cc2)cc1
3%[57.5 µM]	CCOC(=O)c1c(CSC(=N)N)n(-c2ccccc2)c2cc(Br)c(OC(C)=O)cc12
11%	C=C(C)c1cccc(C(C)(C)NC(=O)NCC2COCCO2)c1 (configuration not stated)
1%	CC1CCCN(S(=O)(=O)c2ccc(S(=O)(=O)N3CCC4(CC3)OCCO4)cc2)C1 (configuration not stated)
?	COc1ccc(NCc2ccccc2[N+](=O)[O-])cc1OC
-2%[57.5 µM]	Cc1nc2ccccc2n1CC(=O)NC1CCCCCC1
-10%	COc1ccc(Cn2nnnc2C(CC(C)C)N2CCC(C(N)=O)CC2)cc1 (configuration not stated)
-1%	CNS(=O)(=O)c1ccc(NC(=O)c2cnn3c(C(F)F)cc(-c4ccccc4)nc23)cc1
-1%[57.5 µM]	O=C(O)/C(=C\c1cn(-c2ccccc2)nc1-c1cccnc1)NC(=O)c1ccccc1
4%	CC1CCN(c2ccc(NC(=O)c3cccnc3Cl)cc2)CC1
-6%[57.5 µM]	O=C(Nc1nc2cc3c(cc2s1)OCO3)c1cccc(N2C(=O)CCC2=O)c1
-15%	COc1ccc(COc2cc(-c3cccc(OC)c3)nc3ccc(NC(=O)c4ccccc4)cc23)cc1

Grouped by structure: those above containing two or more sulfur atoms
ERK EGF block	molecule
-11%	CCOC(=O)c1c(NC(=O)CSc2nnc(C)s2)sc2c1CCC(CC)C2 (configuration not stated)
7%	CCc1nnc(NC(=O)Cc2sc(C)nc2-c2ccc(C)cc2)s1
15%	CCN1C(=O)/C(=C2/Sc3ccccc3N2CC)S/C1=N\c1ncn[nH]1
-1%[57.5 µM]	NC(=O)c1ccc2c(=O)n3c(-c4cccs4)csc3nc2c1
4%[57.5 µM]	CN(C)S(=O)(=O)c1cccc(NC(=O)CSc2ncnc3ccccc23)c1
-1%	CC(=O)Nc1ccc(-n2nnnc2SCC(=O)NCc2cccs2)cc1
2%	COc1cccc(C(=O)N=c2sc3cc(S(C)(=O)=O)ccc3n2C)c1
-5%	CSc1ccc(N/N=C(/C#N)S(=O)(=O)C(C)(C)C)cc1
-14%[57.5 µM]	Nn1cc(-c2ccccc2)nc1SCC(=O)Nc1cccc(S(N)(=O)=O)c1
0%	O=C1NC(=O)/C(=C\c2ccc(OCc3cnc(Cl)s3)cc2)S1
2%	Cc1cc(C)c(C#N)c(SCC(=O)Nc2ccc(S(=O)(=O)Nc3onc(C)c3C)cc2)n1
12%[57.5 µM]	O=C(O)CSc1ncnc2scc(-c3ccccc3)c12
0%	Cc1ccc(CNC(=O)CSc2nc3ccsc3c(=O)n2Cc2ccc(C(=O)O)cc2)cc1
1%	CC1CCCN(S(=O)(=O)c2ccc(S(=O)(=O)N3CCC4(CC3)OCCO4)cc2)C1 (configuration not stated)

New compounds follow
ERK EGF block	molecule
-10%	Cc1ccc(NC(=O)C2CCCN(C(=O)c3ccc(Cl)cc3)C2)cc1 (configuration not stated)
10%	COc1ccc(-c2nn(-c3ccccc3)cc2/C=N/NC(=O)c2cccc(S(=O)(=O)Nc3ccccc3OC)c2)cc1
-13%	CC(=O)Nc1nc(-c2ccc(Cl)cc2)ns1
-1%[57.5 µM]	O=C(COC(=O)c1ccc[nH]c1=O)Nc1ccc(S(=O)(=O)N2CCCC2)cc1
2%	COC(=O)c1c(N2C(=O)Nc3ccccc3N2O)sc(C)c1C
1%	O=C(O)c1ccc(CNC(=O)c2ccccc2NC(=O)c2cccc([N+](=O)[O-])c2)cc1
5%	O=C(N/N=C/c1cccnc1)c1cc(-c2cccs2)nc2ccccc12
-4%	CN(C)c1nc(N(C)C)nc(N2CC(CCl)OC2=N)n1 (configuration not stated)
-25%	CCOc1cc(CNn2cnnc2SCC(=O)NC(C)(C)C)ccc1OCC(=O)NC(C)(C)C
12%[57.5 µM]	CSc1ccccc1NC(=O)COC(=O)c1c[nH]c(=O)[nH]c1=O
13%	CC(=O)OC1CC[C@@]2(C)C3=CC(=O)[C@]4(C)C(CC5OC6(OCC(C)CC6Br)C(C)C54)C3CC[C@H]2C1 (some centres not stated)
-7%	COc1ccccc1/C=C/C=N/n1c(-c2ccc(C)cc2)n[nH]c1=S
-6%	CCOc1ccc(Cc2n[nH]c(=S)n2N)cc1
17%	COc1c2ccoc2c(OC)c2oc(=O)ccc12
44%	CCOC(=O)c1cccc(NS(=O)(=O)Cc2ccccc2)c1
-7%	CC(NC(=O)CCc1nnc(CCCc2ccccc2)o1)c1ccccc1 (configuration not stated)
-5%	Cc1ccc(S(=O)(=O)NC(=O)NC(=O)N(C)S(=O)(=O)c2ccc(C)cc2)cc1
-2%	Cc1c(C(=O)NCc2ccc3c(c2)OCO3)cccc1[N+](=O)[O-]
1%	O=C(NC1CC1)C(=O)c1c(-c2ccccc2)[nH]c2ccccc12
1%	Cc1cc(C)cc(NC(=O)N2CCN(S(C)(=O)=O)CC2)c1
